Screens (PubChem BioAssay)
PTPN22 act – increases human PTPN22 phosphatase activity; Q9Y2R2; recombinant LYP, DiFMUP fluorescence; 0 = plate median, 100 = signal doubled; activation, % at 2 µM; hit rate 0.11% among 96,000;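 active means activation at 2 µM above a set limit, the mean plus 5 SD, cut at about 37% in these data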
Target sequence (Q9Y2R2 whole entry, looked up): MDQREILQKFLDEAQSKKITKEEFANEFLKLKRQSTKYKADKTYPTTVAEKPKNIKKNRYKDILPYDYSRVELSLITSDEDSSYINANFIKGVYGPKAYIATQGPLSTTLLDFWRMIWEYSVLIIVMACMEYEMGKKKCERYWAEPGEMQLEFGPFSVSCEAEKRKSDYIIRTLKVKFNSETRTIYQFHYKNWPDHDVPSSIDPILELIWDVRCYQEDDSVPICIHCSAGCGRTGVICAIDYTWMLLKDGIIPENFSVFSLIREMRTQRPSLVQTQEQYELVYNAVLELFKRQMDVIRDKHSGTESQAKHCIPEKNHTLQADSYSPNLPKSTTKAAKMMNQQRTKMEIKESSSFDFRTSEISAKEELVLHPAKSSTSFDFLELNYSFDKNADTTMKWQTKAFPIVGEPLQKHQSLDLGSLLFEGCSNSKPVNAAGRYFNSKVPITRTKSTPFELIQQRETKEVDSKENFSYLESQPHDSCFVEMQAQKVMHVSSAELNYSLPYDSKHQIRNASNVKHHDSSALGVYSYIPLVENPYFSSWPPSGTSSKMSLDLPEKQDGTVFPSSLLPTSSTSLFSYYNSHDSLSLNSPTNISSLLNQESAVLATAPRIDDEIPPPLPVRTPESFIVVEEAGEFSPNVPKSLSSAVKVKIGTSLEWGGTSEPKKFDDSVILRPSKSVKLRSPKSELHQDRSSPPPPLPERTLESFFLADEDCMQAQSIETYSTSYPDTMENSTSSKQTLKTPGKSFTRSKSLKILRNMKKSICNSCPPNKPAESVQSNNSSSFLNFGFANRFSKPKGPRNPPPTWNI
PTPN22 inh 2 – LYP (human) phosphatase inhibition; Q9Y2R2; recombinant LYP catalytic domain, DiFMUP fluorescence; inhibition, % at 2 µM; hit rate 0.21% among 96,000;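 active means inhibition at 2 µM at or above a set limit, the screen mean plus 3 SD, cut at about 24% in these data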;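 further: 0% = DMSO with enzyme and 100% = enzyme fully blocked by orthovanadate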
Ecoli WT expand – E. coli BW25113 growth inhibition, expanded screen; OD600 absorbance; growth inhibition, % at 100 µM; hit rate 0.15% among 98,000;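 active means growth inhibition above about 50% at one test dose, limit read from the data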;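 further: growth measured after 20 h incubation at 37 °C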
PostGolgi ctrl – inhibits growth of the yeast control strain; efflux-deficient yeast background strain, growth absorbance A615, 16 h; inhibition, % at 10 µM; hit rate 5% among 98,000
PostGolgi yeast – growth inhibition of a yeast mutant, post-Golgi transport screen. post-Golgi transport phenotypic cell assay. inhibition, % at 10 µM. hit rate 0.9% among 98,000. AID 739;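 further: yeast cells grown in 1536-well plates; yeast grown about 18 h at 30C before absorbance read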
CYP2C9 act – increases human cytochrome P450 2C9 activity; AID 1024; hit rate 1.4% among 96,000; recombinant CYP2C9, luciferin-H conversion, luminescence; stronger effect = higher value; factor 1 = untreated enzyme, 0 = blocked; activation factor at 5 µM; P11712;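 active means activation factor of 2 or more for CYP2C9 at a 5 µM dose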;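 further: 0 = sulfaphenazole-blocked wells and 1 = vehicle-only wells; values of inactives mirror those of a sister screen read the other way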
CYP2C9 inhib – inhibitors of human CYP2C9. P11712. CYP2C9 Supersomes, luciferin-H conversion, luminescence. inhibition, % at 5 µM. hit rate 20% among 96,000. AID 777;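 active means blocking of liver enzyme CYP2C9 beyond about 50% at 5 µM, limit read from the data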; further: values of inactives mirror those of a sister screen read the other way
hDAT+cocaine – human DAT dopamine uptake with cocaine, either direction; LLC-PK1 hDAT cells, [14C]-dopamine uptake with cocaine IC80; actives deviate in either direction; B-score at 10 µM; hit rate 1.3% among 110,000; AID 449768;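 active means Z score or B-score, a plate-position-corrected score, falls beyond the plate's 99.7% confidence bounds, in either direction; inactive means both scores lie inside the 99.7% bounds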;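 further: scored against the spread of the other compound wells on the same plate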
PTK2B oligo ant – blocks oligomerization of human Pyk2 in cells. AID 1347419. Q293 cells, Pyk2 FERM NanoBiT luminescence; stronger effect = lower value. z-score (the deposit names both 25 µM and 10 µM). hit rate 0.83% among 99,000. Q14289;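 active means Z-score of -3 or lower, scaled per plate to the spread of control and sample wells; inactive means z-score above -3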;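 further: negative z-score means lost luminescence so less FERM oligomerization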
An asterisk follows results filed as active; / = no result given. Unless noted, no stated cut-off is given here; in the data, active means inhibition above about 30%; inactive means the rest.

SMILES	PTPN22 act	PTPN22 inh 2	Ecoli WT expand	PostGolgi ctrl	PostGolgi yeast	CYP2C9 act	CYP2C9 inhib	hDAT+cocaine	PTK2B oligo ant
COc1cc(NC(=O)c2ccc3c(=O)n(Cc4ccco4)c(=S)[nH]c3c2)cc(OC)c1OC	2.3	-4.2	-8.0	-1.9	-3.2	1	-3.0	1.21	0.05
N=c1n(CCN2CCOCC2)c2ccccc2n1Cc1ccccc1Br	-4.0	3.6	-1.0	9.9	10.2	1	-0.3	1.47	-0.64
CCCNC(=O)CSc1nc(-c2cccs2)cc(C(F)(F)F)n1	-2.7	4.3	1.0	6.0	2.5	0.2	77.4*	-0.0707	2.77
COc1cccc(-c2cc(C(=O)N3CCN(Cc4ccccc4)CC3)no2)c1	-1.6	0.5	-8.0	16.0	6.3	0.5	46.1	2.53	-0.06
CC(C)OCC(O)CN (centres undefined)	-2.1	-0.8	3.0	2.2	18.3	1.1	-7.1	-0.984	1.65
CCOc1ccc(CCNC(=O)C2CCC(=O)N2C2CCCCC2)cc1OCC (centres undefined)	1.4	-4.6	2.0	36.4*	-2.8	0.8	19.6	-0.791	-0.23
CCc1cc2cc(C)ccc2nc1SCC(=O)N1CCN(C(=O)c2ccco2)CC1	-7.6	10.6	-15.0	10.9	-3.1	0.3	70.3*	0.869	2.5
CCc1nnc(NC(=O)OCc2ccccc2)s1	3.0	-6.0	2.0	9.7	0.5	1	3.4	-0.569	0.88
O=C(COc1ccccc1Cl)NC(=S)N1CCc2ccccc21	-4.2	9.2	2.0	18.0	8.8	1.1	-9.5	0.281	0.58
O=C(CN1C(=O)c2cccc3cccc1c23)N1CCN(c2ccccc2)CC1	4.6	-8.0	-11.0	3.2	-0.3	1.5	-46.3	0.346	-0.64
CCOC(=O)Nc1ccc(C)cc1Br	-5.3	2.4	5.0	15.7	2.2	1	-2.9	0.0658	-0.14
COC(=O)CSc1nnc(CNc2ccc(Cl)cc2)n1Cc1ccccc1	-11.3	10.7	6.0	46.0*	64.8*	0.1	92.3*	1.58	0.13
Cc1ccc2nc(C)c(C)nc2c1N	-1.9	0.4	3.0	-1.6	3.9	0.9	14.5	0.00803	1.58
CCc1cc2c(=O)c(Oc3ccccc3F)c(C)oc2c(CN(C)C)c1O	-3.6	2.1	6.0	-1.8	50.7*	0.9	10.3	0.391	-0.3
O=C(Cn1cnc2c(nnn2Cc2ccccc2)c1=O)c1ccc(Cl)cc1	-1.0	-0.1	-6.0	17.5	7.1	/	/	0.706	/
NC(=O)C1(N2CCCCC2)CCN(S(=O)(=O)c2cc(Cl)ccc2Cl)CC1	1.2	-4.3	-2.0	2.5	-4.6	2.7*	-173.2	-0.883	/
Cc1cc2cc(C)c3nnc(SCC(=O)N4CCCc5ccccc54)n3c2cc1C	-4.3	8.2	0.0	30.2*	-4.8	0.9	11.1	/	/
CCN(CC)S(=O)(=O)c1ccc(NC(=O)CCC2CCCCC2)cc1	9.0	-10.8	-6.0	26.1	-3.9	0.1	92.7*	-0.209	-0.83
O=C(COC(=O)c1n[nH]c(=O)c2ccccc12)c1ccccc1	-3.2	1.6	3.0	18.2	0.9	1	4.9	0.0321	0.13
CCOC(=O)N1CCN(Cc2c(F)cccc2Cl)CC1	4.3	-5.6	-2.0	2.8	-2.1	0.6	42.0	-0.0559	-0.56
CCOC(=O)NC(=O)CSc1nnc(C)s1	4.5	-3.1	-1.0	11.9	9.6	0.9	6.7	0.0122	0.51
CC(=O)Oc1ccc2ccccc2c1C(NC(=O)Cc1ccccc1)c1ccccc1Cl (centres undefined)	-1.2	6.1	-9.0	15.2	2.9	0.5	48.1	-0.0874	-4.41*
O=C(NCc1cccs1)C1CCCN(S(=O)(=O)c2ccc3c(c2)OCO3)C1 (centres undefined)	-2.1	-1.2	1.0	18.1	3.3	2.1*	-110.4	0.877	-0.36
CCOC(=O)C(NCCCO)c1ccccc1 (centres undefined)	-6.4	4.1	2.0	10.8	-3.2	1	4.6	-0.512	0.18

Some of these compounds in order of molecular weight, rising.
SMILES	PTPN22 act	PTPN22 inh 2	Ecoli WT expand	PostGolgi ctrl	PostGolgi yeast	CYP2C9 act	CYP2C9 inhib	hDAT+cocaine	PTK2B oligo ant
Cc1ccc2nc(C)c(C)nc2c1N	-1.9	0.4	3.0	-1.6	3.9	0.9	14.5	0.00803	1.58
CCOC(=O)C(NCCCO)c1ccccc1 (centres undefined)	-6.4	4.1	2.0	10.8	-3.2	1	4.6	-0.512	0.18
CCOC(=O)NC(=O)CSc1nnc(C)s1	4.5	-3.1	-1.0	11.9	9.6	0.9	6.7	0.0122	0.51
O=C(COC(=O)c1n[nH]c(=O)c2ccccc12)c1ccccc1	-3.2	1.6	3.0	18.2	0.9	1	4.9	0.0321	0.13
CCN(CC)S(=O)(=O)c1ccc(NC(=O)CCC2CCCCC2)cc1	9.0	-10.8	-6.0	26.1	-3.9	0.1	92.7*	-0.209	-0.83
O=C(Cn1cnc2c(nnn2Cc2ccccc2)c1=O)c1ccc(Cl)cc1	-1.0	-0.1	-6.0	17.5	7.1	/	/	0.706	/
Cc1cc2cc(C)c3nnc(SCC(=O)N4CCCc5ccccc54)n3c2cc1C	-4.3	8.2	0.0	30.2*	-4.8	0.9	11.1	/	/
NC(=O)C1(N2CCCCC2)CCN(S(=O)(=O)c2cc(Cl)ccc2Cl)CC1	1.2	-4.3	-2.0	2.5	-4.6	2.7*	-173.2	-0.883	/
CC(=O)Oc1ccc2ccccc2c1C(NC(=O)Cc1ccccc1)c1ccccc1Cl (centres undefined)	-1.2	6.1	-9.0	15.2	2.9	0.5	48.1	-0.0874	-4.41*

The results go on.
SMILES	PTPN22 act	PTPN22 inh 2	Ecoli WT expand	PostGolgi ctrl	PostGolgi yeast	CYP2C9 act	CYP2C9 inhib	hDAT+cocaine	PTK2B oligo ant
CC(C)c1cc(Br)ccc1OCCCN1C(=O)NC(C)(C)C1=O	-2.3	1.2	-6.0	37.5*	-4.2	0.2	78.5*	1.93	-1.55
Cc1ccc(N2C(=O)c3sc4nnc(C)c(=O)n4c3C2=O)cc1	13.2	-11.7	1.0	8.3	17.3	0.8	18.1	0.12	-0.48
CN(C)CCNC(=S)Nc1ccc(Cl)cc1	8.4	-4.3	12.0	4.7	1.7	1	-2.7	-0.683	0.13
C1CCC(n2nnnc2CN2CCCC2)CC1	2.2	-1.7	2.0	-7.7	-3.8	1	3.8	0.147	-0.29
COC(=O)C1=C(C)NC2=C(C(=O)c3ccccc32)C1c1ccc(-c2ccc(C(=O)O)cc2)o1 (centres undefined)	8.3	-9.7	9.0	10.4	13.3	0	97.3*	-0.459	-1.03
Cc1cccc(C)c1NC(=O)CSc1nnc([C@H](C)NC(=O)OC(C)(C)C)o1	-3.3	1.7	-8.0	23.9	4.1	0.7	27.4	1.23	-0.16
Cc1c(Br)cccc1NC(=O)c1sccc1-n1cccc1	4.7	-3.5	-5.0	7.4	3.8	1.1	-5.1	0.824	-0.86
CCOC(=O)c1c(NC(N)=O)sc(C)c1C	-1.6	-2.5	2.0	6.0	4.7	0.5	51.9*	-0.463	0.44
CCc1c(C)n([O-])c2c([n+]1=O)CCC2	11.3	-12.9	1.0	4.2	9.2	1.1	-7.1	0.343	1.29
Cc1c(Cc2ccccc2)sc(NC(=O)Cc2ccccc2)c1C(N)=O	-1.1	-1.4	/	/	/	/	/	-0.031	-1.4
COc1ccc(C2CC(c3ccc(OC)cc3)n3nc(NC(=O)c4cccs4)nc3N2)cc1 (centres undefined)	-0.9	4.1	-5.0	2.9	5.1	0.9	8.6	0.241	-1.95
CCC(C)NC(=O)c1ccc(NC(=O)C2CCCO2)cc1 (centres undefined)	12.0	-14.9	2.0	0.3	5.4	0.9	10.2	-0.76	0.56
CCN(CC)S(=O)(=O)c1csc(C(=O)Nc2ccccn2)c1	-7.4	9.2	0.0	0.9	6.1	0.2	80.7*	0.266	0
C=CCN1C(=O)C2C(C(=O)NCc3ccccc3)C3C=CC2(O3)C1C(=O)NC(C)(C)C (centres undefined)	5.3	-6.3	2.0	0.1	0.5	1	-2.8	-0.9	-0.16
CC1(C)Cc2c(sc(NC(=O)c3ccco3)c2C(=O)O)CO1	0.3	2.3	-6.0	6.7	-5.8	0.8	16.1	0.525	-0.07
CN(C(=O)Nc1ccc(S(=O)(=O)N(C)C)cc1)C1CCCCC1	-3.8	7.0	6.0	-3.4	-0.6	1.1	-14.3	0.0859	1.89
O=S(=O)(c1ccc(-n2cnnn2)cc1)N(C1CCCCC1)C1CCCCC1	-2.8	1.5	-4.0	17.4	1.9	1	-4.4	-0.19	-0.98
CCOC(=O)c1[nH]c2ccc(F)cc2c1N=C(C)N(CC)CC	10.1	-13.9	4.0	9.4	17.1	1	0.6	0.0138	0.76
Oc1ccc(C=Nc2cccc3ncccc23)c(O)c1	15.7	-17.7	-7.0	6.8	-2.5	1	-3.7	0.314	-1.07
O=C(CSCc1cccc(F)c1)N1CCN(c2ccccc2)CC1	/	/	-8.0	0.2	0.0	0.4	57.7*	0.181	0.46
Cc1cc(C)cc(N(CC(=O)N2CCC(C)CC2)S(=O)(=O)c2ccccc2)c1	-10.9	10.8	5.0	12.5	6.5	0.5	49.9	0.356	-1.76
CNC(=O)CSc1nnc(-c2cccnc2)n1CCc1ccccc1	-3.6	1.3	1.0	10.9	-5.7	1.1	-11.6	-0.166	0.12
Fc1ccccc1Cn1nnc2c(NCCc3ccccn3)ncnc21	/	/	2.0	8.1	5.3	1	2.4	2.03	-0.4
COc1ccc(CN(CCCN2CCOCC2)C(=O)Nc2ccccc2)cc1OC	-9.0	8.8	-2.0	1.1	-2.4	0.4	57.1*	-0.156	-0.5
CCOC(=O)COc1c(OC)cc(Cl)cc1C1Nc2ccccc2C(=O)N1c1cccc(C)c1 (centres undefined)	-12.1	14.6	-22.0	20.3	-12.2	0.1	94.7*	0.249	-2.11
COCCNC(=O)CSc1nc2ccccc2c(=O)n1CC1CCCO1 (centres undefined)	1.1	-3.3	2.0	24.5	-6.9	0.8	17.3	-0.624	0.14
OCc1cn(-c2ccccc2)nc1-c1ccco1	-4.8	6.8	1.0	0.1	-2.2	0.9	14.8	0.0595	-0.35
COc1ccc(Cl)cc1N(C)C(=O)CCNC(=O)Cn1cnc2ccccc2c1=O	5.3	-6.6	7.0	-4.5	4.8	0.9	14.8	0.153	-0.06
COCc1nnc(NC(=O)CCN2C(=O)c3ccccc3C2=O)s1	-6.9	9.4	2.0	2.9	-7.3	1	4.4	0.837	-0.26
CCNC(=S)N(Cc1ccc2c(c1)OCO2)C1CC(=O)N(c2ccc(F)cc2)C1=O (centres undefined)	1.1	4.2	3.0	4.2	1.3	0.3	71.0*	-1.4	-0.13
CC(C)N(Cc1nc(-c2ccccc2)no1)C(=O)Cc1ccccc1	-9.3	6.6	-2.0	28.6	-8.2	0.3	70.6*	0.561	/
O=C(CN1CCN(S(=O)(=O)/C=C/c2ccccc2)CC1)NC(=O)NCc1ccco1	/	/	0.0	-0.6	-6.1	0.6	40.2	-0.229	0.72
Cc1ccc(CSc2nnc(-c3cccs3)n2C)cc1	-3.6	-0.7	-6.0	14.4	-3.1	/	/	-0.175	0.49
CCSC1=C(C#N)C(c2ccccc2Cl)C(C(=O)c2cccs2)C(O)(C(F)(F)F)N1 (centres undefined)	13.8	-16.2	6.0	9.2	8.9	0.5	49.1	0.973	0.09
